From PubChem
E-sel TNF inh: TNF alpha driven E-selectin expression inhibition; HUVEC TNFa-induced E-selectin immunofluorescence, high content; inhibition, % at 2 µM; 120,000 compounds, 0.71% hits; AID 1246;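 active = inhibition above the batch mean plus 3 SD, and confirmed as a hit on visual image review, cut at about 43% in these data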;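 also: 0% = TNF-stimulated DMSO wells and 100% = unstimulated control wells; not every result past the cut was called active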
Measles CPE: protection of cells from measles virus; 140,000 compounds, 1.5% hits; Measles virus-infected cells, CPE protection, absorbance; protection (pct of control), % at 4 µM; in the data active = protection mostly above about 24%, no sharp cut-off; inactive = mostly below about 26%; also: some compounds called inactive have numbers as strong as hits
NPY Y2 blocker: blocks the human neuropeptide Y Y2 receptor; NPY-Y2 expressing cells, antagonist mode; inhibition, % at 2.7 µM; AID 793; 140,000 compounds, 0.99% hits; P49146; in the data active = inhibition above about 17%;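 also: 0% = vehicle with agonist challenge and 100% = reference antagonist with challenge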
Target sequence (P49146 whole entry, looked up): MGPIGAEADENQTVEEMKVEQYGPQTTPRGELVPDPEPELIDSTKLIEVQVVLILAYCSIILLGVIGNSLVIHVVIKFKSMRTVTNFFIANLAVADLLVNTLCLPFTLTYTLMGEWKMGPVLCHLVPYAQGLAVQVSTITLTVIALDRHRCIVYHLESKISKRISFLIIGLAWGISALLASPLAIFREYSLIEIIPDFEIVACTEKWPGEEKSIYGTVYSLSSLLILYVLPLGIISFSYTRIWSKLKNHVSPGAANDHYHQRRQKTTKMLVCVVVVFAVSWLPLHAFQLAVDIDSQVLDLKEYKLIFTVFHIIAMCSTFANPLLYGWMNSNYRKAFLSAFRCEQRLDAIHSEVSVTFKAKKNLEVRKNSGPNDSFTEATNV
GALR2 antag: blocks the human galanin receptor 2. inhibition, % at 4 µM. O43603. AID 828. GALR2-expressing cells, antagonist mode. 140,000 compounds, 0.39% hits; in the data active = inhibition above about 27%;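 also: cells stimulated with galanin 1-16 at roughly its EC80; 0% = agonist challenge control and 100% = basal control without agonist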
Target sequence (O43603 whole entry, looked up): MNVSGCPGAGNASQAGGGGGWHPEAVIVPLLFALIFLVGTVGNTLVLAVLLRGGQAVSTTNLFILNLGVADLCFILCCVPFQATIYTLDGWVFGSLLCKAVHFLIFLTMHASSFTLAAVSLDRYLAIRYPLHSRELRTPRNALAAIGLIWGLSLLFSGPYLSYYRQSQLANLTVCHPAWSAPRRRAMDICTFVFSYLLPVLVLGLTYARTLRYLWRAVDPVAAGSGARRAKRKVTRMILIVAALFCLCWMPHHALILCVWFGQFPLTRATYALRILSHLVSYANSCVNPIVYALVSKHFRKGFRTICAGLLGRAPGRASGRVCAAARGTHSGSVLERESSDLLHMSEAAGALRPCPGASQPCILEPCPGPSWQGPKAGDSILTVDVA
BB579 growth dn: yeast BB579 growth reduction in restrictive medium. S. cerevisiae BB579 growth, OD615, 48 h. inhibition, % at 10 µM. 140,000 compounds, 0.51% hits. AID 804;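 active = inhibition above a set limit, 3 SD over the mean compound inhibition, cut at about 44% in these data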; also: inactives centre near -24
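controls = amphotericin B 10 µg/mL, positive | assay system = DeaD yeast strain BB579 | schedule = 48 h compound exposure at 30 °C after 4 h preincubation | detection = OD615 turbidity measurement | medium = restrictive CSMM-D medium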
HCT116 PTEN-null: suppresses growth of cells with PTEN deletion. AID 827. 140,000 compounds, 1.2% hits. viability, % at 10 µM. HCT116 PTEN-null viability, CellTiter-Glo, 60 h; stronger effect = lower value;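 active = viability at or below a set limit, 4 SD under the median of all tested compounds, cut at about 3.7% in these data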;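 also: PTEN knockout HCT116 line with beta catenin targeted HCT116 as companion control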
HCT116 bCat-KO: beta-catenin-lacking colon tumor cell growth suppression. HCT116 beta-catenin knockout viability, CellTiter-Glo, 60 h; stronger effect = lower value. viability, % at 10 µM. 140,000 compounds, 1.5% hits. AID 818;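 active = viability at or under a set limit, the compound median less 4 SD, cut at about 6% in these data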;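 also: 0% = Hyamine 1622 control at 20 µM and 100% = untreated cell control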
Yeast lifespan up: extends the lifespan of yeast. inhibition of the nicotinamide effect, % at 10 µM. 130,000 compounds, 0.68% hits. AID 775. S. cerevisiae growth with nicotinamide, OD615; deaD strain in restrictive glucose medium;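 active = inhibition above a set limit, placed 3 SD over the median of all compounds, cut at about 26% in these data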;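 also: 0% = nicotinamide-treated wells and 100% = cells grown without nicotinamide; some compounds called inactive have numbers as strong as hits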
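System: Modified budding yeast, DeaD strain | Buffer or medium: Restrictive glucose medium | Also added: 1.5 mM nicotinamide | Doses: 10 µM single point, 0.25% DMSO | Schedule: 48 h compound exposure at 30 °C, humidified | Detection: Absorbance at 615 nm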
MRP-1 activ: activates MRP-1; viability increase, % at 10 µM; H69AR cells + doxorubicin, viability rescue, CellTiter-Glo; 140,000 compounds, 0.61% hits;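 active = viability gain under doxorubicin at or above a set limit, the compound median plus 3 SD, cut at about 4.7% in these data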;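 also: MRP-1 overexpressing cells given doxorubicin 25 µM after compound pretreatment; 18-22 h compound pretreatment then 72 h with doxorubicin before readout; 0% = doxorubicin-only wells and 100% = vehicle-treated cells without doxorubicin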
Phagocytosis inh: inhibitors of macrophage phagocytosis. J774A.1 macrophage IgG-bead phagocytosis, imaging. inhibition, % at 5 µM. 110,000 compounds, 0.07% hits. AID 1029;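 active = inhibition above the mean of the plate negative controls plus 5 SD, cut at about 13% in these data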;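 also: phagocytic index as fraction of beads internalized from green versus red external bead signal; plate controls were DMSO negative control for no effect and cytochalasin-D positive control for full effect; some results beyond the cut were filed as inactive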
* hit, by the source's call; nt = no result given.

No.	mol	E-sel TNF inh	Measles CPE	NPY Y2 blocker	GALR2 antag	BB579 growth dn	HCT116 PTEN-null	HCT116 bCat-KO	Yeast lifespan up	MRP-1 activ	Phagocytosis inh
1	O=C1CCCc2ccccc2N1Cc1cccc(Cl)c1	6	8	7	0	-34	86	86	-13	-0.7	nt
2	CCCCn1c(SCC(=O)c2ccc3c(c2)OCCO3)nnc1-c1ccco1	-25	15	5	-20	-56	93	93	-6	-1.4	0
3	COC(=O)c1ccc(N2CCN(CC(=O)c3ccc(-c4ccccc4)cc3)CC2)c([N+](=O)[O-])c1	-2	4	5	-10	0	89	76	-28	-3.2	nt
4	CC(C)OCCCn1c(=S)[nH]c2cc3c(cc2c1=O)OCO3	-45	18	0	-4	-20	90	92	-6	-3.3	2
5	Cc1ccc(CNC(=O)c2ccc([N+](=O)[O-])o2)cc1	-13	2	14	5	18	21	15	4	-4.4	-4
6	O=C(CC12CC3CC(CC(C3)C1)C2)N/N=C/c1ccncc1	-4	6	-1	2	-15	98	87	-3	-0.8	2
7	Cc1ccc(NC(=O)c2c(C)noc2C)cc1	nt	4	-4	-11	-29	111	105	-13	2.1	0
8	Cc1ccc(S(=O)(=O)CNC(=O)c2ccccc2)cc1	nt	19	1	1	-4	104	96	-5	1.1	1
9	COc1ccc(-c2noc(N3CCC(C(=O)N4CCN(c5ccccn5)CC4)CC3)n2)cc1	-2	5	7	0	8	43	52	-18	-3.2	1
10	CC(C)Oc1cccc(C(=O)NC(=S)N2CCN(c3ccc(C(F)(F)F)cc3[N+](=O)[O-])CC2)c1	21	7	1	-9	-38	38	30	-8	-1.1	-4
11	CCC(=O)Nc1ncc2c(n1)CC(c1ccco1)CC2=O (centres undefined)	-8	14	0	-5	-13	101	92	nt	0.7	nt
12	Cc1ccccc1-n1c(SCC(=O)c2cc(C)n(C)c2C)nnc1-c1cccnc1	14	3	1	2	-52	109	99	-14	-0.9	-1
13	CCCc1nc(SCC(=O)N2CCN(c3ccccc3)CC2)c2c(=O)n(C)c(=O)n(C)c2n1	nt	2	2	-3	-79	73	83	-2	0.1	nt
14	CCOC(=O)Nc1cccc2ccccc12	nt	24	1	-5	-19	106	101	-9	-0.9	2
15	O=C(/C=C/c1ccccc1)NC(NC(=S)Nc1ccc(Cl)cc1)C(Cl)(Cl)Cl (centres undefined)	-16	8	0	-12	-43	9	11	-9	-5.1	0
16	O=C(c1cc(-c2ccncc2)nc2ccccc12)N1CCN(S(=O)(=O)/C=C/c2ccccc2)CC1	-16	11	5	2	-4	67	68	-24	-4.7	0
17	O=C(Nc1ccccc1C(=O)N1CCOCC1)c1noc2c1CCCC2	40	12	3	-3	-14	108	107	-9	-0.4	0
18	CC(C)CNC(=O)CC(=O)N/N=C/c1ccc(Br)cc1	7	6	2	9	-51	98	115	-16	0.0	nt
19	Cc1ccc2c(c1)C(N1CCCC1=O)CC(c1ccco1)N2 (centres undefined)	-5	15	3	8	-32	71	69	-16	-2.1	0
20	Cn1c(CSc2nc3ccccc3n2C)nc2ccccc21	-17	11	-1	0	-29	99	101	-16	-0.4	8

No.	mol	E-sel TNF inh	Measles CPE	NPY Y2 blocker	GALR2 antag	BB579 growth dn	HCT116 PTEN-null	HCT116 bCat-KO	Yeast lifespan up	MRP-1 activ	Phagocytosis inh
21	N#C/C(=C\c1ccc(OCc2ccc(C(=O)O)cc2)cc1)C(=O)N1CCOCC1	2	3	4	13	-7	91	96	-1	-1.2	nt
22	COc1ccc2nc(Nc3sc4c(c3C(N)=O)CCCC4)sc2c1	nt	20	2	20	-31	86	91	9	-2.7	5
23	CCCNS(=O)(=O)c1cccn1-c1ncc(C(F)(F)F)cc1Cl	6	4	1	-10	-10	93	91	-2	-1.3	nt
24	Cc1cc(N2CCN(c3ccc([N+](=O)[O-])c4cccnc34)CC2)c2ccccc2n1	11	9	3	8	-71	23	3.5*	7	-5.1	-12
25	Cc1ccc(Cl)cc1N1CCN(S(=O)(=O)c2ccc3c(c2)OCCO3)CC1	18	4	7	-7	-46	85	91	-9	1.1	-2
26	CCN1CCN(c2nc3c(c(=O)n(C)c(=O)n3C)n2CCSc2ncccn2)CC1	5	5	0	7	-89	99	83	-12	-0.6	1
27	COc1cccc(NC(=O)C2CCCCC2)c1	-8	3	4	-9	-3	97	98	nt	-1.8	nt
28	CC(C)(C)c1ccc(C(=O)Nc2ccc([N+](=O)[O-])cn2)cc1	nt	5	-1	0	-18	87	84	14	-0.4	4
29	CC(C)CNC(=S)N1CCN(C(c2ccccc2)c2ccccc2)CC1	nt	8	-2	-1	-10	76	80	8	-0.5	-4
30	O=c1[nH]c2cc3c(cc2cc1CN(CCCO)Cc1nnnn1Cc1ccc(F)cc1)OCO3	nt	14	1	15	-62	88	87	-2	-1.3	-2
31	CC(=O)Nc1ccc2nc(-c3ccc(Br)o3)[nH]c2c1	nt	24	2	10	-20	97	95	5	0.4	-4
32	CCCCCCC12CCC(C(=O)O)(CC1)CC2	-2	5	7	-6	-50	95	91	nt	-1.0	nt
33	Cn1cccc1/C=N/NC(=O)Cn1cnc2ccccc21	-11	13	-2	10	-20	110	111	5	-0.3	nt
34	CCOC(=O)C(Cc1ccc(O)cc1)NC(=O)CNC(=O)C(CC(C)C)NC(=O)OC(C)(C)C (centres undefined)	-32	3	2	1	3	96	101	-2	-1.7	nt
35	Cc1ccccc1C(=O)Nc1cccc(-c2nnc(SCC(=O)O)n2C)c1	-8	2	0	2	-18	106	113	-14	-1.6	-1
36	COC(=O)c1ccc(CSc2nnnn2-c2ccccc2)o1	3	8	0	-6	-20	91	93	-6	-4.2	0
37	Cc1c(C(=O)N2CCN(S(C)(=O)=O)CC2)oc2ccccc12	46	10	3	-9	-104	105	102	-9	-0.2	nt
38	CCCNC(=O)CNC(=S)N(Cc1cc(OC)c(OC)c(OC)c1)C1CCCC1	37	19	2	-6	0	95	99	0	-1.8	-8
39	Nc1ccccc1OCCOCCOCCOc1ccccc1N	nt	4	1	0	-22	92	86	0	-4.5	-1
40	C=CCNC(=S)N1CCN(CCN=CC2=C(O)CC(c3ccco3)CC2=O)CC1 (centres undefined)	-16	10	3	-1	-3	99	96	-5	-1.1	-1

No.	mol	E-sel TNF inh	Measles CPE	NPY Y2 blocker	GALR2 antag	BB579 growth dn	HCT116 PTEN-null	HCT116 bCat-KO	Yeast lifespan up	MRP-1 activ	Phagocytosis inh
41	O=C(NCc1ccccc1)NC(=O)c1ccccc1	-1	7	-1	-2	-25	101	98	-20	1.6	0
42	O=C(OCc1c(Cl)cccc1Cl)c1cccnc1	11	19	7	-4	22	83	93	-17	-1.7	1
43	Cc1cccc(-c2nsc(SCC(=O)Nc3ccc4c(c3)OCO4)n2)c1	-14	11	12	-9	-20	105	90	1	-0.5	-10
44	COc1ccc(C(C(=O)NC2CCCC2)N(Cc2ccccc2)C(=O)CNC(=O)c2ccco2)cc1 (centres undefined)	-14	22	4	2	-40	85	82	-6	-0.8	nt
45	O=C(CN1CCN(Cc2ccccc2)CC1)c1ccc(Br)cc1	2	5	3	-14	10	96	102	-15	-2.0	nt
46	CCOC(=O)N1CCC(n2c(=S)[nH]c3cc(OC)c(OC)cc3c2=O)CC1	-12	6	-3	-4	-44	94	95	-19	-4.3	0
47	CC(C)(C)c1ccc(CNc2cc(N3CCOCC3)ccc2[N+](=O)[O-])cc1	24	16	7	-7	-15	75	67	-20	-1.7	-4
48	Cc1ccccc1NC(=S)NCCC(c1ccccc1)c1ccccc1	-23	6	3	-11	36	71	95	-8	-1.3	3
49	Cc1ccc(Cn2c(SCC(=O)N/N=C/c3ccc(C)o3)nc3ccccc32)cc1	-48	16	6	6	-72	102	100	-8	4.7*	nt
50	COC(=O)Cn1c(=NC(=O)c2ccc(S(=O)(=O)N3CCc4ccccc4C3)cc2)sc2cc(OC)ccc21	-4	9	2	2	-70	87	85	7	-0.9	-4
51	O=C(Cc1cccs1)Nc1cccnc1	nt	17	1	13	-27	94	96	1	-2.2	-1
52	COc1ccc(CNC(=O)[C@H](C)NC(=O)C2CCN(S(=O)(=O)c3ccc(C)cc3)CC2)cc1	11	6	1	-3	-16	109	97	-7	0.1	0
53	Cc1[nH][nH]c(=O)c1C(c1ccc(-c2ccc(Cl)cc2Cl)o1)c1c(C)[nH][nH]c1=O	-4	4	-1	-11	-81	89	93	-15	-0.5	0
54	COc1cccc(C2/C(=C(/O)c3cnn(-c4ccccc4)c3C)C(=O)C(=O)N2CCN(C)C)c1 (centres undefined)	nt	4	3	3	-1	92	96	-9	-2.3	nt
55	O=C(N1CCN(c2ccccc2)CC1)C12CC3CC(CC(C3)C1)C2	-51	5	5	-12	-33	68	72	-16	-3.3	1
56	CN(C1CCCCC1)S(=O)(=O)Cc1ccccc1	-5	nt	-2	9	-57	97	95	-5	0.7	-2
57	COC(=O)c1ccccc1NC(=O)CN1CCC(n2nnc3cc(C(F)(F)F)ccc32)CC1	-12	10	4	7	-53	82	76	4	-0.7	2
58	O=C(CSc1nnnn1-c1ccc2c(c1)OCCO2)N1CCc2ccccc21	nt	8	0	1	-12	91	99	-8	-0.5	-1
59	COc1cccc(N2CCN(C(=S)Nc3cccc(C)c3)CC2)c1	8	6	1	7	-32	95	96	-3	0.0	nt
60	CC(C)NS(=O)(=O)c1ccc(CCC(=O)N2CCOCC2)cc1	18	10	1	1	-7	99	103	-16	-0.5	6
61	O=c1c2cc(Br)ccc2[nH]c(=S)n1Cc1cccnc1	nt	9	1	-6	-54	88	84	-20	-3.2	nt
62	O=C(Nc1ccc(Nc2ccccc2)cc1)C1CC1	4	16	0	1	-25	101	87	-16	-0.6	0

An unsorted share of the library. Share with any hit: about 6.1%.
